# Bioassay records (PubChem)
# CCHFV vOTU inh = CCHFV vOTU protease inhibitors, primary screen, biochemical, Pep-AMC substrate, fluorescence; Crimean-Congo hemorrhagic fever virus L polyprotein viral ovarian tumor (vOTU) protease …; 370,000 compounds, 0.55% hits; inhibition, % at 11.5 µM; AID 651958, 2012; in the data active = inhibition above about 30%; also: 0% = vehicle wells with enzyme and 100% = no enzyme wells
# PfHsp40 rescue = rescue of yeast from PfHsp40 toxicity, primary screen, S. cerevisiae, ATP luminescence. 340,000 compounds, 0.68% hits. S. cerevisiae expressing PfHsp40, growth rescue. AID 504582, 2011. growth rescue, % at 12.5 µM; in the data active = growth rescue above about 28%, passing the limit was not always enough; inconclusive = no clear call, values can overlap the other calls;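 also: yeast W303a lacking pdr1 and pdr3 grown in galactose medium; growth measured after three days at 30 °C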
# Anthrax LF prot = Bacillus anthracis LF protease inhibitors, primary screen, biochemical, multiplex microsphere, MLPCN library; multiplex microsphere protease cleavage assay; 360,000 compounds, 0.12% hits; inhibition, % at 10 µM; Lethal factor (Bacillus anthracis), P15917; also: plate controls were buffer without enzyme for full effect and enzyme alone for no effect
# TcdB GH inh = TcdB glycohydrolase inhibitors, primary screen, biochemical, single point, plate reader | 350,000 compounds, 0.24% hits | Toxin B (Clostridioides difficile), P18177 | AID 652162, 2013 | TcdB glycohydrolase enzymatic assay | inhibition, % at 9.99 µM; in the data active = inhibition above about 10%
# BoNT A protease = BoNT/A light chain protease inhibitors, primary screen, biochemical, flow cytometry, MLPCN library; inhibition, % at 10 µM; AID 588499, 2011; Botulinum neurotoxin type A light chain protease (Clostridium botulinum A str. ATCC 3502); multiplex microsphere protease substrate cleavage; 360,000 compounds, 0.17% hits; also: plate controls were buffer without enzyme for full effect and enzyme alone for no effect
# Y pestis TopoI = Yersinia pestis topoisomerase I inhibitors, primary screen, biochemical, cleavage product accumulation, plate reader, single point; DNA topoisomerase I (Yersinia pestis CO92); Y. pestis Topo-I cleavage product accumulation; activity, % at 10 µM; 360,000 compounds, 0.064% hits; in the data active = activity above about 50%, passing the limit was not always enough; inconclusive = no clear call, values can overlap the other calls; also: inactives centre near 2
# FadD28 FP inh = inhibitors of FadD28 bisubstrate probe binding, primary screen, biochemical, fluorescence polarization, single point; AID 588549, 2011; 360,000 compounds, 0.22% hits; inhibition, % at 12.5 µM; Mycobacterium tuberculosis FadD28 fatty-acid-AMP ligase; in the data active = inhibition above about 8.5%, passing the limit was not always enough; inconclusive = no clear call, values can overlap the other calls
# PrPC surface inh = inhibitors of human cell surface prion protein PrPC, primary screen, cell-based, TR-FRET; Major prion protein (Homo sapiens), P04156; TR-FRET read-out; inhibition, % at 13.8 µM; 370,000 compounds, 0.43% hits; in the data active = inhibition above about 24%; also: 0% = median of the test wells and 100% = reference compound wells
# BoNT-F LC inh = BoNT/F light chain protease inhibitors, primary screen, biochemical, flow cytometry, MLPCN library; Botulinum neurotoxin type F light chain protease (Clostridium botulinum); Multiplex microsphere protease cleavage assay; inhibition, % at 10 µM; 360,000 compounds, 0.22% hits; AID 588497, 2011; in the data active = inhibition above about 35%, passing the limit was not always enough; inconclusive = no clear call, values can overlap the other calls; also: plate controls were buffer without enzyme for full effect and enzyme alone for no effect
# * hit, by the source's call; ? = inconclusive; . = no result given; & = joins results of further samples. Rule as the data show it, unless noted: active = inhibition above about 30%; inconclusive = no clear call, values can overlap the other calls; inactive = below that. Compounds as they come; about 2.3% have a hit in one of these screens.
SMILES,CCHFV vOTU inh,PfHsp40 rescue,Anthrax LF prot,TcdB GH inh,BoNT A protease,Y pestis TopoI,FadD28 FP inh,PrPC surface inh,BoNT-F LC inh
O=C(CN1CCCC1)N1CCCc2c1c(=O)oc1ccc(OCc3ccccc3)cc21,-14,1.0,-8,.,0.3,-4,0.3,-13,-14
COc1ccccc1NC(=O)C1CCCN(S(=O)(=O)c2ccc3c(c2)CC(C)N3C(C)=O)C1 (configuration not stated),7,-0.4,1,2.1,2.7,23,1.0,1,11
COC(=O)CNC(=O)c1cc(-c2ccncc2)nc2c(C)c(Cl)ccc12,-9,0.4,-2,0.4,-0.6,-9,-0.5,1,-7
Cc1ccc(NC(=O)CSc2nnc(-c3ccco3)n2N)cc1F,15,-0.6,-6,0.0,0.6,7,0.7,-2,3
CCCOc1ccc2[nH]c(C(=O)N/N=C/c3cc(OC)c(OC)c(OC)c3)cc2c1,-2,0.3,-5,0.6,-3.0,3,-5.5,-2,1
CCn1c(SCC(=O)N2c3ccccc3CC2C)nnc1-c1ccco1 (configuration not stated),-10,-1.3,4,.,0.7,2,-2.8,-1,-5
C=CCN(C(=O)CSc1nnnn1C)c1nc(-c2ccccc2)cs1,9,0.1,1,0.5,0.6,24,-2.2,-8,5
COC(=O)C1=CN(Cc2ccc(F)cc2)C=C(C(=O)OC)C1c1cc(OC)c(OC)c(OC)c1,-38,6.4,-16,1.3,-5.0,10,-3.3,-8,-18
COc1ccc(NS(=O)(=O)c2ccc(N3C(=O)CCC3=O)cc2)cc1,-6,0.5,-2,.,-3.9,-2,-0.6,9,-4
O=C(COC(=O)/C=C/c1cccc(C(F)(F)F)c1)Nc1cccc(S(=O)(=O)NC2=NCCC2)c1,6,.,-2,-1.4,-0.3,37,-1.5,-5,-6
COCCCNc1nc(N)c([N+](=O)[O-])c(Nc2cc(OC)ccc2OC)n1,8,0.0,.,1.7,.,-8,-2.8,-9,.
C[C@H]1CN([C@@H](C)CO)C(=O)CCCn2nncc2CO[C@H]1CN(C)C(=O)c1ccccc1,9,.,-1,0.0&1.2,0.5,-4,-2.5,3,0
C=CCSc1nc(O)c(C2OC(=O)c3c2ccc(OC)c3OC)c(=O)n1-c1ccccc1 (configuration not stated),2,-0.1,-3,-1.5,0.5,-1,-0.8,10,-4
Nc1nc(N2CCN(c3ccc(F)cc3)CC2)n[nH]1,1,-0.8,-1,1.7,-0.6,5,-1.5,-7,-1
CCOc1ccccc1NC(=O)CSCC(=O)Nc1ccccc1,-9,-0.1,-4,.,-1.7,12,-0.6,4,-3
Cc1c(P(=O)(c2ccccc2)c2ccccc2)c2ccccc2n1C,2,.,-3,-1.2,0.2,15,-5.9,9,0
Cc1cc(S(=O)(=O)Nc2ccc(C(=O)NCCCn3ccnc3)cc2)ccc1F,5,-0.6,?,1.1,1.9,13,-0.8,-7,0
COc1cc(C(=O)Nc2ccc(Br)cc2C(=O)c2ccccc2)cc(OC)c1OC,7,81*,.,.,.,2,-0.8,1,.
O=C(CN1CCN(Cc2ccccc2)CC1)Nc1ccc([N+](=O)[O-])cc1C(=O)Nc1ccccc1F,-6,0.9,0,.,-0.9,22,-2.6,-16,3
CCOCC(=O)Nc1ccc2c(c1)N(S(=O)(=O)c1cccs1)CCC2,-10,-0.3,-1,1.5,1.2,2,-2.2,2,?
CCCOC(=O)CC1C(=O)NCCN1C(=O)OC(C)(C)C (configuration not stated),2,-0.1,-6,0.1,-1.2,-3,-0.5,-7,-4
CC[C@H]1CN2CCC1C[C@@H]2[C@H](O)c1ccnc2ccc(OC)cc12 (some centres not stated),1,-0.8,-9,2.3,-0.1,1,0.8,-5,-5
FC(F)(F)c1cc(-c2cccs2)nc(NCc2ccco2)n1,-7,-0.6,-14,.,-3.0,-8,-4.5,4,-19
COc1ccc(OCC(=O)NC(=S)N2CCCc3ccccc32)cc1,9,0.2,22,2.3,19,-6,-0.7,-5,-21
CN(C)N1C(=O)CC(C)(c2ccc([N+](=O)[O-])cc2)C1=O (configuration not stated),-2,-0.8,-1,-1.8,0.1,1,-4.4,-6,-5
CCC(C)c1ccc(NC(=O)C2=CC=CN3CCS(=O)(=O)N=C23)cc1 (configuration not stated),14,-1.3,-5,1.7,0.4,1,1.0,-26,-6
CCCCS(=O)CC(O)COc1ccc(C(C)(C)C)cc1 (configuration not stated),0,1.2,-7,.,1.5,6,-1.2,8,0
CC(=O)NN1C(=O)c2ccccc2NC1c1ccc(N(C)C)cc1 (configuration not stated),-24,-1.9,10,-1.5,0.0,1,-2.9,4,-10
CCOc1ccc(N=C2NC(=O)S/C2=C\c2ccc(Cl)cc2)cc1,-5,-0.2,8,.,3.0,1,-2.5,-1,19
COc1ccc(Cl)cc1C(=O)Nc1ccncc1,-5,-1.4,.,1.6,.,-4,-2.7,-1,.
Cn1ccc2c(-c3ccc(F)nc3)cc3c(c21)C1CCC3O1 (configuration not stated),16,.,-2,2.3,-0.2,.,0.2,-7,-4
C/C=C\C(=O)Nc1cccc(C2=NOC3(C2)C[C@H](C(N)=O)N(C(=O)/C=C/CC)C3)c1 (some centres not stated),-4,-0.2,0,-3.0,-0.6,-11,-2.0,3,-5
CN=C(NC#N)NCCSCc1nc[nH]c1C,15,-1.0,0,0.7,0.1,-1,-0.8,-4,-6
Cc1ccc(C)c(-n2nnnc2SCC(=O)c2ccc3c(c2)NC(=O)CO3)c1,-5,2.9,6,.,-0.2,30,-3.1,2,-7
CCOP(=O)(c1ccccc1Cl)C1(O)CCCCC1 (configuration not stated),3,-0.6,-3,.,0.2,-2,-2.9,-1,3
CCNc1nc(CN2CCCCC2)nc2scc(-c3ccccc3)c12,-5,0.3,0,0.7,1.4,6,-21,12,3
O=S(=O)(c1ccc(Br)s1)N1CCCCC1,-11,-0.2,-4,.,-0.3,0,-1.2,-7,-7
CC(C)n1ncc2c(C(=O)NCc3cccnc3)cc(C3CC3)nc21,-39,-2.5,?,2.7,2.2,9,-4.0,-6,?
CCOC(=O)c1c(NC(=O)CCl)sc(CN(C)C)c1-c1ccccc1,-1,-0.9,-8,0.1,-1.4,19,-1.2,0,-12
COc1ccc(OC(=O)N(C)C[C@@H]2OCc3cnnn3CCCC(=O)N([C@@H](C)CO)C[C@@H]2C)cc1,3,.,4,0.7&-0.1&-1.5,0.5,-14,1.2,5,2
COc1ccc(NC(=O)NCc2ccco2)cc1OC,-7,4.3,0,1.4,-0.3,1,0.3,2,-1
COC(=O)c1cc2c([nH]c1=O)CCCC2=O,5,-0.9,-11,0.7,0.0,11,-2.4,5,-2
CCNC(=S)Nc1ccc(C)c(S(=O)(=O)Nc2ccccc2OC)c1,-6,106*,-4,1.7,-1.7,5,0.3,9,-4
CCCCn1c(N)c(N(CCOC)C(=O)C(C)N2C(=O)c3ccccc3C2=O)c(=O)[nH]c1=O (configuration not stated),2,0.3,2,3.3,0.2,3,-0.8,5,2
COc1cccc(CC(=O)OCC(=O)NC2CCCCCC2)c1,1,0.6,-6,0.3,-0.4,7,-1.0,-4,2
CC1(C)CC(=O)C(C=NCc2cccnc2)=C(O)C1,6,-0.4,2,.,1.3,-1,-2.9,7,26
O=C(CSc1n[nH]c(-c2cc(Cl)ccc2Cl)n1)NCCN1C(=O)CSC1=O,-8,-0.3,1,.,-0.6,-8,-1.5,2,-4
C=CCN1C(=O)C(Cc2ccccc2)SC1=Nc1ccc(C(=O)O)cc1 (configuration not stated),-10,-1.5,-6,.,0.8,-3,-3.6,-1,2
COc1ccc(Cl)cc1N(CC(=O)Nc1ccccc1C(=O)NCc1ccco1)S(C)(=O)=O,6,0.1,0,.,0.4,25,-2.9,-2,0
CCOc1ccc(CN2CCC(n3nccc3NC(=O)c3ccccc3OC)CC2)cc1,-7,1.4,-1,0.9,-3.2,14,-0.4,-6,-2
# Additional entries follow:
SMILES,CCHFV vOTU inh,PfHsp40 rescue,Anthrax LF prot,TcdB GH inh,BoNT A protease,Y pestis TopoI,FadD28 FP inh,PrPC surface inh,BoNT-F LC inh
COc1ccccc1NC(=O)c1ccccc1SCC(=O)N1CCCC1,-2,.,-3,-0.2,-0.4,4,-3.2,7,-2
O=C(COC(=O)c1cnccn1)Nc1ccc(Cl)cn1,8,1.3,-3,-0.4,5.0,-1,-2.7,1,-3
Cc1ccc(NC(=O)C2CC2c2ccccc2)cc1 (configuration not stated),-8,10,8,8.6,0.7,1,-2.4,10,?
COc1ccc(N2CCN(C(=O)CCc3ccc(S(=O)(=O)NCC(C)C)cc3)CC2)cc1,17,2.6,0,.,-1.1,18,0.9,13,-34
Oc1c(CN2CCN(c3ccc(F)cc3)CC2)cc(Cl)c2cccnc12,32*,-0.5,-3,1.1,-2.3,0,-3.1,-12,-21
O=C(NCc1ccc2c(c1)OCO2)c1cc(S(=O)(=O)N2CCCCC2)ccc1F,-5,0.5,0,.,-0.6,-1,-0.5,8,1
N#C/C(=C\c1ccc[nH]1)C(=O)Nc1ccccc1[N+](=O)[O-],4,-0.6,-6,3.3,-1.3,-10,-0.4,-4,-10
CCN(C(=O)COC(=O)/C=C/c1ccccc1)C1CCCCC1,-18,-0.8,-2,5.1,-0.7,14,-4.2,-3,1
c1ccc(-c2onc(-c3ccco3)c2-c2ccc3[nH]ccc3c2)cc1,12,-1.2,3,1.5,0.4,-14,-7.7,6,0
COc1nc(OC)nc(N2CCC(C(=O)NCc3cccs3)CC2)n1,-5,1.3,0,.,?,-6,0.0,0,3

# Taken from above.
# Under TcdB GH inh, c1ccc(-c2onc(-c3ccco3)c2-c2ccc3[nH]ccc3c2)cc1 reads 1.5
# Under Y pestis TopoI, O=C(NCc1ccc2c(c1)OCO2)c1cc(S(=O)(=O)N2CCCCC2)ccc1F reads -1

# Next section:
SMILES,CCHFV vOTU inh,PfHsp40 rescue,Anthrax LF prot,TcdB GH inh,BoNT A protease,Y pestis TopoI,FadD28 FP inh,PrPC surface inh,BoNT-F LC inh
Cc1cccc(C)c1NC(=O)C(=O)NCc1ccccn1,2,0.6,0,.,-0.6,-7,-1.3,-6,-5
O=C1c2cc(N3CCCC3)c([N+](=O)[O-])cc2C(=O)N1c1ccccc1,-5,-0.5,-2,-0.3,-1.6,4,-0.6,2,-12
Cc1ccc(NC(=O)CCC(=O)NNC(=S)Nc2ccc(F)cc2F)cc1C,13,1.0,2,0.3,4.0,3,-3.3,-5,6
CCOc1ccc(CCNC(=O)C2CCN(C(=O)N(C)C)CC2)cc1OCC,-15,-0.5,3,.,0.8,-5,0.5,-3,1
CN(C#N)c1nc(Cl)nc(Nc2cccc(Cl)c2)n1,10,-1.0,-1,.,-0.8,0,-9.6,-2,-6
O=C(NCC1CCCN(Cc2cccc(F)c2)C1)c1cccc2ccccc12 (configuration not stated),-6,?,10,2.7,-2.6,17,-2.0,-7,?
O=C(CCC(=O)NC1CC1)Nc1nnc(C2CCCCC2)s1,10,0.7,0,.,-0.3,1,-4.5,0,-6
COc1ccc(CNS(=O)(=O)c2ccc(-n3cnnn3)c(C)c2)cc1,9,-0.7,11,-1.0,-1.3,4,-0.9,6,4
COC(=O)CCN1CCC2CC1c1cc(N3CCCCC3)ccc12 (configuration not stated),15,.,3,-0.9,-0.6,-1,0.9,5,-1
CC(=O)N/C(=C\c1ccccc1)C(=O)OCc1ccc(C)cc1,10,0.3,-1,0.4,0.4,13,0.4,2,-4
CCN(C(=O)Cn1cnc2c1c(=O)n(C)c(=O)n2C)C1CCCCC1,2,-0.2,-1,1.4,1.5,-7,-1.0,-7,4
